CXCR6 block – CXCR6 (human) receptor inhibition. O00574. CHO-K1 PathHunter CXCR6 beta-arrestin, luminescence. inhibition, % at 20 µM. hit rate 0.36% among 360,000. AID 602244; in the data active = inhibition above about 34%, passing the limit was not always enough;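 note: antagonist mode with CXCL16 agonist at 10 nM final; 0% = 10 nM CXCL16 with DMSO and 100% = unstimulated wells without agonist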
Target sequence (O00574 whole entry, looked up): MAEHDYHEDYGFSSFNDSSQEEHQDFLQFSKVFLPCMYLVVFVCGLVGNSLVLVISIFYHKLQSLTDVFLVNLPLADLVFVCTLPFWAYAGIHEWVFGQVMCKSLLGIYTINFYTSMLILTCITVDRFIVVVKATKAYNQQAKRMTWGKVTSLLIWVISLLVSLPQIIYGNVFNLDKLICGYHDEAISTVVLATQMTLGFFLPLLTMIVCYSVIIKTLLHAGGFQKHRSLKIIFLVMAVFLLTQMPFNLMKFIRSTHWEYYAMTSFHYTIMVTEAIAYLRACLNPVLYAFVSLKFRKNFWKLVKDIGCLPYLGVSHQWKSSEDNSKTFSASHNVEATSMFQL
tim10-1 inh – inhibits growth of tim10-1 mutant yeast; S. cerevisiae tim10-1 ts strain growth, BacTiter-Glo, 24 h; inhibition, % at 20 µM; hit rate 2.2% among 330,000; AID 463190;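 active = inhibition of at least 40%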;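 note: mutant grown at 25 °C; 0% = DMSO wells with yeast and 100% = wells holding no yeast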
XBP1 UPR activ – activators of adaptive arm of unfolded protein response (XBP1); CHO-XBP1 luciferase reporter, IRE1-XBP1 UPR activation, luminescence; percent of tunicamycin response, DMSO as zero; AID 463104; activation, % at 20 µM; hit rate 0.33% among 330,000;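 active = versus positive control, 20 µM dose yields 30% or more activation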;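 note: 100% = tunicamycin at 10 µg/mL and 0% = DMSO only wells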
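Material: CHO cell line with stable XBP1 luciferase reporter; buffer or medium: F12 medium containing 10% fetal bovine serum; compound: single point, 20 µM final compound, 1% DMSO; incubation: 6 h treatment, 37 °C; measured by: glow luminescence from Steady-Glo reagent; evaluation: activation, % of tunicamycin; control set: tunicamycin high, DMSO low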
CHOP UPR activ – apoptotic UPR (CHOP) activation. CHO-CHOP luciferase reporter, luminescence; percent of tunicamycin response over DMSO baseline. activation, % at 10 µM. hit rate 0.34% among 330,000. AID 449763;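 active = at 10 µM dose, activation of 40% or more, normalized to positive control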;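 note: 100% = tunicamycin at 10 µg/mL and 0% = DMSO alone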
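System: CHO-CHOP luciferase reporter cell line; amount: 500 cells/well; buffer or medium: F12 medium containing 10% fetal bovine serum; incubation: 6 h compound exposure at 37 °C after overnight seeding; measured by: luciferase luminescence after 10 min with Steady-Glo reagent; evaluation: % reporter activation, DMSO baseline versus tunicamycin full activation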
APJ ag – activates the human apelin receptor APJ | CHO-K1 APJ PathHunter beta-arrestin, luminescence; 0% DMSO wells, 100% apelin | P35414 | activation, % at 20 µM | hit rate 0.11% among 330,000;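 active = activation more than six SD over the plate average, tested at 20 µM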;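 note: 0% = DMSO alone and 100% = apelin-13 at 10 nM; some results filed as inactive read as strong as hits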
Target sequence (P35414 whole entry, looked up): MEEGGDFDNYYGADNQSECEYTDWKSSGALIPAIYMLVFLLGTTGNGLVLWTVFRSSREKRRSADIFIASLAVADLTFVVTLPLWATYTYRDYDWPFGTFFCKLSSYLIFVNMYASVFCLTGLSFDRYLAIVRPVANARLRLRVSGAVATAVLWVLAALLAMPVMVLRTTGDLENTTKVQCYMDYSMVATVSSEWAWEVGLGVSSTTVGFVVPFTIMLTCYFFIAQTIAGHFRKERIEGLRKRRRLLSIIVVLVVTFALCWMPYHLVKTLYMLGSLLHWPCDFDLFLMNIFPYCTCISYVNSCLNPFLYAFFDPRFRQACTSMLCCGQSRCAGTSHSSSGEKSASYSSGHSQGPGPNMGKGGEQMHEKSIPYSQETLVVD
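Test system – PathHunter CHO-K1 APJ (AGTRL-1) beta-arrestin reporter cells · Input – 1000 cells/well · Compound – single test compound dose, 20 µM final, 1% DMSO · Times – compound stimulation 90 min at 25 °C, detection 60 min · Technique – beta-gal luminescence · Read-out basis – APJ–arrestin association signal · Control set – negative DMSO alone, positive Apelin-13 at 10 nM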
TIM10 inh – inhibits growth of TIM10 yeast strain | inhibition, % at 10 µM | hit rate 1.4% among 330,000 | S. cerevisiae TIM10 strain growth, BacTiter-Glo luminescence, 24 h;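 active = inhibition of 40% or more at the single tested concentration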;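 note: wild-type TIM10 isogenic control strain grown at permissive 25 °C; 0% = DMSO yeast wells and 100% = minimal medium wells without yeast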
APJ antagonist – APJ receptor antagonism | hit rate 0.32% among 330,000 | P35414 | CHO-K1 APJ beta-arrestin complementation, luminescence | inhibition, % at 20 µM;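 active = inhibition above about 40% at 20 µM, limit read from the data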;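 note: cells challenged with 10 nM apelin-13 agonist together with compound; plate controls were apelin-13 plus DMSO wells for no effect and DMSO wells lacking apelin-13 for full effect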
tim23-1 inh – tim23-1 yeast growth inhibition | inhibition, % at 20 µM | hit rate 1.3% among 330,000 | S. cerevisiae tim23-1 growth, BacTiter-Glo luminescence, 24 h;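 active = growth inhibition of the mutant yeast at or above 50%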;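 note: temperature-sensitive mutant grown at 25 °C; plate controls were DMSO-treated mutant yeast for no effect and medium wells lacking yeast for full effect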
Mdm2 MdmX PPI – disrupts the human Mdm2-MdmX interaction | inhibition, % at 8 µM | SaOS-2 split-luciferase Mdm2/MdmX complementation, luminescence | O15151+Q00987 | AID 485346 | hit rate 3% among 330,000;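 active = inhibition of at least 50% at 8 µM in the primary screen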
* = called active by the depositor; & = joins results of further samples.

Each structure is followed by: CXCR6 block	tim10-1 inh	XBP1 UPR activ	CHOP UPR activ	APJ ag	TIM10 inh	APJ antagonist	tim23-1 inh	Mdm2 MdmX PPI
O=C1CCN(Cc2nnnn2CC2CCCO2)c2ccccc2N1 (configuration not stated)
  -8	-15	-3	-1.6	-6	-6	4	2	12
CC(NC(=O)CCNS(=O)(=O)c1cccc2nsnc12)c1ccccc1 (configuration not stated)
  -1	13	-8	0.8	-2	1	5	-1	11
Cc1cc(Oc2ccc(C)c(Cl)c2)nc(SCC(=O)c2ccccc2)n1
  -2	14	-4	-1.3	-1	-8	-4	17	22
CS/C(=N\N(C)C(N)=O)c1ccccc1
  -3	15	-1	6.2	0	-12	5	5	-29
CCCn1c(N)c(C(=O)CSc2nnnn2-c2ccc(O)cc2)c(=O)n(C)c1=O
  1	-20	8	-0.9	-1	-10	11	-2	14
COC(=O)CC1C(=O)NCCN1C(=S)Nc1ccc(F)cc1 (configuration not stated)
  2	-8	2	1.2	-6	4	15	-11	23
O=C(Cn1cc(S(=O)(=O)Cc2cccc([N+](=O)[O-])c2)c2ccccc21)N1CCOCC1
  4	-4	-1	1.3	-6	0	19	13	25
O=C(Nc1cccc(-c2cn3cccnc3n2)c1)c1ccc(Br)o1
  -7	7	4	1.6	4	13	-12	-9	-4
c1ccc(-c2ccccc2OCCCN2CCCCCC2)cc1
  -8	-6	-6	-0.5	-1	-10	1	-24	26
Cc1cc(C)nc(SCc2nnc(SCC(=O)NCc3ccco3)n2-c2ccccc2)n1
  -4	13	-1	0.3	5	-2	10	16	-8
CC(NC(=O)COC(=O)c1ccc2c(c1)OCO2)c1ccccc1 (configuration not stated)
  2	15	-2	1.1	-3	-3	1	-5	-16
CCOC(=O)c1sc(NC(=O)COC(=O)c2ccco2)nc1C
  -2	5	0	-0.6	-2	12	-7	8	21
CC(=O)Nc1sc(C)c(C)c1C(=O)OCC(=O)NC(C)c1ccccc1 (configuration not stated)
  -8	23	-1	2.3	-5	10	22	20	20
O=C(NN1CCOCC1)c1cc(-c2ccc(Br)cc2)nc2ccccc12
  -1	-14	2	1.4	-5	-13	8	-43	0
COc1ccccc1/C=C/C(=O)OCC(=O)Nc1ccc2c(c1)OCO2
  3	4	-3	2.7	-3	-1	7	3	21
O=C(O)c1ccc(NS(=O)(=O)c2ccc3c(c2)C(=O)c2ccccc2C3=O)cc1
  7	8	-2	0.9	-4	-5	-40	16	-2
COc1ccccc1N1C(=O)C2C(c3ccc(F)cc3)NN(C(=O)c3ccc(C)cc3)C2C1=O (configuration not stated)
  7	16	-1	0.0	1	-2	8	34	-6
CCn1nnc(NC(=O)c2ccc(C(C)(C)C)cc2)n1
  -4	20	1	2.0	0	-7	0	19	-94
CCN(Cc1ccccc1)C(=O)c1ccc(C(=O)N(CC)Cc2ccccc2)cc1
  11	-21	-1	0.0	-1	-10	11	14	7
CN(CC(=O)Nc1ccc(F)cc1)C(=O)C1CC(=O)N(Cc2ccccc2)C1 (configuration not stated)
  5	-19	-2	1.2	1	-9	4	-27	7
COc1ccc2c(c1)c(C(=O)N/N=C/c1cccc(Br)c1)c(C)n2C
  10	33	-1	-0.2	-5	26	35	28	10
N#Cc1nc(Cc2ccccc2)oc1N1CCN(c2cccc(Cl)c2)CC1
  13	22	1	-2.3	-5	-10	39	-5	-27
COC(=O)C1C(O)=C(C=NCC(C)N=CC2=C(O)C(C(=O)OC)C(C)(C)CC2=O)C(=O)CC1(C)C (configuration not stated)
  4	4	0	-0.3	0	-11	-13	5	28
CCO[C@H]1OC(C(=O)N2CCN(Cc3ccccc3)CC2)=C[C@@H](c2coc3ccccc3c2=O)[C@@H]1CCCO
  2	5	-2	-0.9	-3	1	4	-12	33
CCCCn1c(SC(C)C(=O)c2ccc(OC)cc2)nc2cc(S(N)(=O)=O)ccc21 (configuration not stated)
  2	12	-4	0.2	-4	3	15	-2	25
O=C(CN1C(=O)NC2(CCCC2)C1=O)N1CCN(S(=O)(=O)c2ccc(Cl)cc2)CC1
  3	19	2	0.9	-3	19	-1	3	-14
Cc1nc2scc(-c3ccc(C(C)(C)C)cc3)c2c(=O)n1N
  -6	25	3	0.7	4	8	-10	43	16
O=C1CCCc2c1[nH]c1ccc(CN3CCCCC3)cc21
  2	-3	0	-2.4	-2	-8	22	1	50
Cc1cc(=O)[nH]c(N/N=C/c2ccc(Br)s2)n1
  3	2	-4	3.5	-4	3	2	16	-15
CCOCCCn1c(=NC(=O)c2cccs2)c(C#N)cc2c(=O)n3cccc(C)c3nc21
  12	3	-5	5.2	1	-3	-13	1	-3
COc1ccccc1OCCNC(=O)c1ccc(C)c(S(=O)(=O)N2CCOCC2)c1
  7	14	-3	0.5	-2	6	-26	5	4
COc1cc2cc(CN(CCc3cccc(C)c3)C(=S)NCCCN3CCOCC3)c(=O)[nH]c2cc1OC
  -6	10	-5	0.3	-1	22	2	6	23
CCN(C[C@H]1N[C@@](C)(C(=O)OC)[C@H]2C(=O)N(C)C(=O)[C@@H]12)S(=O)(=O)c1ccc(F)cc1
  -5	6	-1	1.9	-1	-3	7	10	4
O=C(COC(=O)CCCSc1nc2ccccc2[nH]1)Nc1ccc(Oc2ccccc2)cc1
  4	14	-3	-0.3	0	7	-5	6	18
Cc1ccc(Cn2c(Cc3ccccc3)nc3ccccc32)cc1
  18	32	0	0.5	-4	34	13	41	-2
COc1ccc(OCC(=O)Nc2ccc3c(c2)CCC3)cc1
  1	6	1	-0.7	1	10	-6	66*	-16
COc1cc2c3nnc(-c4ccccc4)c-3cn(Cc3ccc(F)cc3)c2cc1OC
  -5	18	4	-1.2	1	-15	-1	-1	46
O=C(NC(=S)NC(=O)c1ccccc1F)c1ccccc1F
  4	5	0	0.7	-4	25	13	54*	8
Cn1ccnc1SCC(=O)Nc1nc2ccccc2s1
  -6	14	-1	1.4	-1	4	8	14	-5
O=C(/C=C/c1ccccc1)N1CCC(c2ccccc2)C1 (configuration not stated)
  -4	6	0	6.4	-4	6	3	21	-91
Cc1nnc2n1N=CC=C(C(C)(C)C)S2
  1	3	1	0.3	-3	-1	12	3	-5
CCCCCCSc1ccc(-c2nc3ccc(C)cn3c2NCc2ccccc2)cc1OC
  20&26	18	-2	3.2	-9	13	-3	13	49
COc1ccc(NC(=O)COC(=O)CCSc2ccccc2)cc1
  0	27	2	0.7	4	4	15	14	-10
O=C(C[n+]1cc(-c2ccc(Cl)cc2)n2c1CCC2)Nc1nc(-c2ccc(F)cc2)cs1
  0	-12	-3	-0.8	-2	5	11	2	16
COc1cc(C)ccc1OCC(=O)NC1CCCCCC1
  5	10	3	7.3	-3	11	14	30	-75
CC(C)c1ccc(NC(=O)COC(=O)CSc2nnc(N)s2)cc1
  -2	10	-1	5.6	-1	-3	-4	0	2
CCCNS(=O)(=O)c1ccc2c(c1)n(C)c(=O)n2C
  6	5	-3	-0.6	0	-10	-2	8	13
Cc1cc(C)c(CSc2ncnc3nc[nH]c23)c(C)c1
  -1	26	-2	-2.5	-4	22	4	43	21
CC1CCCN(S(=O)(=O)c2ccc(NC(=O)CN3CCN(C)CC3)cc2)C1 (configuration not stated)
  8	2	-1	-1.6	-3	5	7	4	16
COc1cccc(CN2CCNC(=O)C2CC(=O)NC2Cc3ccccc3C2)c1 (configuration not stated)
  5	5	2	-2.5	-2	16	-2	21	13
COc1ccc(NS(=O)(=O)c2c(C)n(C)c(=O)n(C)c2=O)cc1
  -4	2	2	-1.0	-4	-11	16	16	38
CCCn1nc2cc(C(=O)NCc3ccc(OC(F)(F)F)cc3)ccc2c1OCC
  -4	5	5	1.5	9	0	-3	22	-23
Nc1ccccc1C(=O)N(Cc1ccccc1)Cc1ccccc1
  9	39	2	3.0	-4	14	16	32	0
CC(OCC(O)CN(C)Cc1nc2ccccc2c(=O)[nH]1)c1ccc(Cl)cc1 (configuration not stated)
  9	14	5	-0.7	-3	15	5	11	-11
Cc1ccc(NC(=O)c2noc3c2CCc2ccccc2-3)cc1
  4	3	7	4.0	-1	16	-3	17	-137
CC(Cl)C(=O)Nc1c2c(nn1-c1ccccc1)CSC2 (configuration not stated)
  4	0	0	-0.9	-4	-6	11	-4	7
Cc1ccc2occ(/C=N/NC(N)=S)c(=O)c2c1
  2	13	2	3.0	1	11	-3	13	12
O=S(=O)(c1ccc(-c2cn3ccccc3n2)cc1)N1CCOCC1
  -8	26	-1	0.6	-1	11	3	27	-8
COc1ccc(C(=O)N2CCCC(CCC(=O)NCc3ccc(F)c(F)c3)C2)o1 (configuration not stated)
  -6	-1	0	-0.3	-4	7	3	9	-12
CCN(CC)CCOC(=O)C(c1ccccc1)C1CCCCC1 (configuration not stated)
  3	-6	0	-1.1	-4	-14	4	-83	-7

High-throughput results from PubChem BioAssay.

Some of the compounds tested (hit frequency here may not be typical).
